# Source: PubChem BioAssay (several laboratories)
# MT1-MMP act inh: blocks activation of human MT1-MMP. HT1080 RFP-PRO-GFP cells, GFP/RFP ratio fluorescence, overnight; percent of plate control window, DMSO zero. actives 0.061% (n = 360,000). P50281. GFP/RFP ratio change, % at 20 µM. AID 651647;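 active = GFP/RFP ratio change of at least 30% with cell ATP level not reduced by more than half and red fluorescence within 50% of control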; also: strong numbers were not always called active
#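 Assay system – RFP-PRO-GFP reporter HT1080 cells · Compound dosing – single dose of 20 µM compound, 1% DMSO final · Incubation – overnight compound exposure at 37 °C · Measure – GFP/RFP fluorescence ratio · Benchmarks – DMSO wells and RFP-L50D-GFP cells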
# SKN-1 inh: C. elegans SKN-1 inhibition; C. elegans VP596 Pgst-4::GFP/RFP ratio, acrylamide-induced, 24 h; AID 624304; inhibition, % at 21.8 µM; actives 0.49% (n = 360,000);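 active = interference check ratio from 0.5 to 1.5 plus GFP to RFP signal ratio inhibition reaching or exceeding a fixed threshold, cut at about 30% in these data, passing the limit was not always enough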; also: some compounds called inactive have numbers as strong as hits
# Neddyl block: inhibitors of human cullin neddylation; TR-FRET cullin neddylation, biochemical; actives 0.58% (n = 360,000); P61081+Q13564; calls only at 25 µM; AID 651699; in the data active = inhibition above about 36%
# CendR NRP1 mod: NRP-1/CendR interaction modulation | O14786 | FAM-RPARPAR peptide binding to NRP-1, fluorescence polarization | inhibition, % at 25 µM | actives 0.85% (n = 360,000) | AID 602438;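 active = inhibition or corrected inhibition above about 18%, plus a signal ratio from 0.5 to 1.5, limit read from the data, passing the limit was not always enough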; also: strong numbers were not always called active
# E coli Lon inh: inhibitors of E. coli Lon protease. purified E. coli Lon protease, fluorescence polarization. inhibition, % at 7.94 µM. actives 0.42% (n = 360,000). AID 602123; in the data active = inhibition above about 13%, passing the limit was not always enough;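 also: 0% = enzyme with probe and DMSO and 100% = no enzyme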
# FAS TE block: blocks the thioesterase domain of human fatty acid synthase; P49327; recombinant FAS-TE, OMFH fluorogenic substrate, fluorescence endpoint; inhibition, % at 15 µM; actives 0.67% (n = 360,000);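 active = compounds whose normalised, plate-corrected inhibition of enzyme fluorescence in the single-dose primary screen is 50% or more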;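 also: 0% = DMSO with enzyme and 100% = substrate without enzyme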
# MLLE-PAM2 inh: inhibitors of microRNA-mediated deadenylation, human PABP1 MLLE binding | actives 0.36% (n = 360,000) | inhibition, % at 20 µM | P11940 | GST-MLLE / FITC-PAM2 fluorescence polarization; in the data active = inhibition above about 35%, passing the limit was not always enough;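 also: plate controls were DMSO wells with GST-MLLE for no effect and wells lacking GST-MLLE protein for full effect; some results filed as inactive read as strong as hits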
# Target sequence (P11940 whole entry, looked up): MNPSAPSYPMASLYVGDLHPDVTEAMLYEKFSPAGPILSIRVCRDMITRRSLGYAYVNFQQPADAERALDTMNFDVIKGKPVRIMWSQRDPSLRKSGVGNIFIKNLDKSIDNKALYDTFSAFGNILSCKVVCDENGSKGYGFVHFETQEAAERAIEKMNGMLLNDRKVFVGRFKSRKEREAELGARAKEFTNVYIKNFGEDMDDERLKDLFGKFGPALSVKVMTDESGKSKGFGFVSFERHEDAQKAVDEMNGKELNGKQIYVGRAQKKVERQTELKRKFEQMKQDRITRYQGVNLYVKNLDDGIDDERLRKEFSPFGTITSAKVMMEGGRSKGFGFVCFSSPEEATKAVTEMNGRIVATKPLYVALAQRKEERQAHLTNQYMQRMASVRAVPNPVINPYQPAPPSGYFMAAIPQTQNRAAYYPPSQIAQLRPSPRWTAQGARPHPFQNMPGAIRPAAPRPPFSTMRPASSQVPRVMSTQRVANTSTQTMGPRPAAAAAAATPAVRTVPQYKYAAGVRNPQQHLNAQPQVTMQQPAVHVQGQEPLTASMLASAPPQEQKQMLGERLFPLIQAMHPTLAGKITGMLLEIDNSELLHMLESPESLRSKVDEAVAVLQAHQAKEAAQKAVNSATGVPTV
# Rin1 Abl inh: blocks binding of human Rin1 to Abl | inhibition, % at 7.35 µM | actives 0.4% (n = 360,000) | TR-FRET Rin1/Abl binding, biochemical; in the data active = inhibition above about 5%, passing the limit was not always enough
# MsrA act: activates bovine MsrA enzyme; purified bovine MsrA, absorbance read-out; actives 0.3% (n = 360,000); activation, % at 10.6 µM; in the data active = activation above about 7.5%;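 also: 0% = vehicle and 100% = reference activator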
# The depositor's hits bear a star; i = inactive. The order is random; 4% or so of the library scored in one or more.
SMILES,MT1-MMP act inh,SKN-1 inh,Neddyl block,CendR NRP1 mod,E coli Lon inh,FAS TE block,MLLE-PAM2 inh,Rin1 Abl inh,MsrA act
Cc1ccc(Sc2ccc(S(=O)(=O)Nc3ccc(CC(=O)O)cc3)cc2)cc1C,-6.1,15.7,i,-25.0,4.8,3.8,17.6,0.2,-1.7
O=C(CC1Sc2ccccc2NC1=O)NNc1cccc(Cl)c1Cl (stereo not drawn),8.4,7.2,i,9.4,-6.7,2.2,3.2,-2.4,0.4
Cc1ccc(S(=O)(=O)N2CCC(C(=O)N[C@H](C(=O)NCC3CCCO3)C(C)C)CC2)cc1 (stereo partly drawn),1.9,9.5,i,-12.7,4.2,-5.1,-0.8,-1.0,2.8
COc1ccc(NC(=O)CCc2nnc3ccc(N4CCC5(CC4)OCCO5)nn23)cc1,2.3,4.8,i,-8.5,2.1,-4.5,7.6,-4.7,-5.3
COCCn1c(SCC(=O)c2ccccc2)nc2ccccc2c1=O,0.0,7.3,i,1.5,0.6,8.9,24.4,3.6,-11.5
N#Cc1ccc(-n2nnc3ccccc3c2=O)c([N+](=O)[O-])c1,8.4,21.7,i,0.7,2.4,-3.8,-3.0,-4.0,-6.2
Cc1cc(SCC(=O)Nc2cccc(S(=O)(=O)NC3=NCCCCC3)c2)c(C)cc1Br,-2.2,3.4,i,9.6,2.2,25.4,6.4,1.4,-2.5
O=C(CCN1C(=O)c2ccccc2C1=O)Oc1ccc2ccccc2c1,-3.6,-21.7,i,-3.6,3.3,10.9,2.9,-2.0,-7.0
COc1ccc(C(=O)N(CC(=O)Nc2sc(C)c(C)c2C(N)=O)C2CCCC2)cc1,2.7,0.2,i,-9.8,-3.6,2.4,6.2,2.8,-2.1
Cc1ccc2c(c1)c(C)c(C)n2CC(O)Cn1nnc2ccccc21 (stereo not drawn),4.2,60.3*,i,-58.3,-20.9,5.2,-29.3,0.3,-5.9
CCc1ccc(C(=O)NNC(=O)c2ccc3c(=O)n4c(nc3c2)CCC4)cc1,2.8,3.4,i,7.2,-5.8,10.9,-11.8,2.5,-5.3
CN1CCc2c(c3c(n2C)CCN(C)C3c2ccc(F)cc2)C1c1ccc(F)cc1 (stereo not drawn),-3.0,0.2,i,2.1,-4.0,-6.2,0.0,-1.8,-10.3
Cc1cc(C(=O)OCC(=O)c2c(N)n(C)c(=O)n(C)c2=O)c(C)n1-c1ccccc1,3.4,21.0,i,-8.8,-3.7,-10.5,-0.8,-0.5,-3.5
CC(=O)Nc1cccc(OCCCNC(=O)c2ccc(F)cc2)c1,1.1,-1.0,i,-9.3,-10.7,-5.9,14.3,-3.8,9.0*
COc1ccc(NN=Nc2ccc([N+](=O)[O-])cc2)cc1,1.3,-7.3,i,-5.7,-8.8,4.7,-12.6,-2.5,-5.3
C=CCn1c(=S)[nH]c2scc(-c3cccs3)c2c1=O,5.6,11.5,i,-4.3,9.5,-4.5,-10.9,-2.6,1.4
Cc1ccc(CNC(=O)/C=C/c2cccs2)cc1,-3.4,12.6,i,-2.8,-6.9,-3.8,7.5,2.5,-1.1
CCNc1nc(Oc2ccc(=O)n(-c3ccccc3)n2)nc(N2CCOCC2)n1,-2.3,-5.3,i,-11.8,-7.5,-7.9,-5.4,0.3,-0.2
COc1ccc(NCc2nc3ccccc3n2C)cc1,-0.9,-3.3,i,6.1,-6.6,3.0,3.6,-2.0,-1.7
O=C(N/N=C/c1ccc(OC(=O)c2ccco2)cc1)c1ccc[n+]([O-])c1,-2.0,-8.2,i,-2.2,8.1,-2.0,-6.1,4.0,-12.4

SMILES,MT1-MMP act inh,SKN-1 inh,Neddyl block,CendR NRP1 mod,E coli Lon inh,FAS TE block,MLLE-PAM2 inh,Rin1 Abl inh,MsrA act
Cc1ccc(CNC(=O)CN2C(=O)NC3(CC(C)CC(C)(C)C3)C2=O)cc1 (stereo not drawn),0.7,11.6,i,-4.4,5.8,-10.0,-1.1,1.8,-2.2
Cc1ccc(-n2nc3c(=O)n(CC(=O)NCCCc4ccccc4)nc(C)c3c2C)cc1,6.4,-23.2,i,4.5,1.9,4.1,12.6,-1.2,-3.8
O=C(c1cc(Cl)cc(Cl)c1)N1CCOCC1,7.3,-4.3,i,-6.9,0.3,-6.6,-9.7,-1.1,-1.0
Cc1c(Br)c([N+](=O)[O-])nn1CCCC(=O)NC(C)c1ccccc1 (stereo not drawn),-2.5,-2.5,i,-0.9,2.5,30.7,6.5,-3.0,-3.9
CC(=O)Nc1ccc2nc(NC(=O)COc3ccc([N+](=O)[O-])cc3)sc2c1,-2.3,-5.4,i,1.3,-2.4,-1.1,4.8,5.2,-8.3
Cc1ccc(OCc2cc(C(=O)N(C)C3CCCc4ccccc43)no2)cc1C (stereo not drawn),-0.2,6.6,i,-9.3,-14.4,32.2,-1.6,1.4,0.5
Cc1cc(C)cc(C(=O)NCC(=O)NCc2ccc(S(N)(=O)=O)cc2)c1,-5.6,-0.5,i,1.1,4.3,-4.0,-6.2,-1.3,-4.2
COC(=O)c1c(-c2ccccc2Cl)noc1/C=C/N(C)C,-93.9,14.0,i,-12.0,-103.5,7.3,8.9,2.9,-3.9
CCN1C(=NCc2ccccc2)N[C@@H](c2ccccc2)[C@H](C(=O)OC)[C@H]1C,5.7,1.0,i,-1.0,1.9,-13.4,-114.3,4.9,-1.4
Cc1cccc(Nc2ccc(S(=O)(=O)N3CCOCC3)cc2[N+](=O)[O-])c1,3.6,13.5,i,5.5,-2.0,24.8,0.8,-1.3,-0.4
COc1ccc(-c2nnc3sc(COc4ccc(C)cc4)nn23)cc1,-0.5,0.3,i,-9.2,-3.4,-4.9,-4.5,-4.1,-3.9
CCc1cc2cc3c(cc2nc1SCC(=O)Nc1nnc(C)s1)OCCO3,3.1,-4.2,i,6.1,0.3,-0.9,4.0,-2.4,-1.8
CC(=O)NC1=NN(C(C)=O)C(C)(c2ccccn2)S1 (stereo not drawn),-1.9,11.3,i,10.9,5.7,-3.9,-7.2,-0.9,-3.5
CCC(=O)Nc1nc(C)c(Oc2ccccc2)c(=O)[nH]1,1.6,-8.2,i,23.9*,13.9,-5.5,5.9,-1.0,-2.7
COCCCN1C(=O)C(CC(=O)NCC2CCCCC2)CC(C(=O)N2CCOCC2)=C1C (stereo not drawn),1.4,-8.5,i,7.0,-3.1,-6.7,1.8,-3.3,-4.4
COc1ccc(CCNc2cc(=O)[nH]c(N)n2)cc1,0.8,17.9,i,-2.4,-6.8,-2.4,8.8,23.9*,-1.1
CN(C)c1ccc(-c2[nH][nH]c(=O)c2NC(=O)c2ccc3ccccc3n2)cc1,1.4,0.5,i,7.4,-12.6,25.8,-10.3,35.5*,4.4
COC(=O)c1ccccc1NC(=O)Nc1ccc(C(=O)N2CCCC2)cc1,7.1,11.7,i,1.5,-4.9,-8.2,-4.4,1.4,-2.9
O=C(Cn1c2c(c(=O)n3ncnc13)CCC2)N/N=C/c1ccc(Cl)cc1,-1.8,9.0,i,4.1,2.6,-2.4,1.9,0.4,-2.1
CCOc1cc2[nH]c(=O)n(CCCC(=O)NCc3ccco3)c(=O)c2cc1OCC,3.8,12.3,i,-5.4,-5.0,-5.8,-17.2,-4.6,-1.0

SMILES,MT1-MMP act inh,SKN-1 inh,Neddyl block,CendR NRP1 mod,E coli Lon inh,FAS TE block,MLLE-PAM2 inh,Rin1 Abl inh,MsrA act
S=c1[nH]cnc2sc(-c3ccccc3)cc12,-4.6,-0.1,i,-11.8,-5.7,1.8,24.6,-14.2,8.2*
Cc1ccc(C(OCC(O)CNCc2ccc(F)cc2)c2ccccc2)cc1 (stereo not drawn),-4.7,-6.2,i,0.7,-2.4,-5.8,-12.4,3.2,-7.5
CCNC(=O)N1CCC(c2nc3ccccc3s2)CC1,8.1,-12.7,i,3.6,15.4,-3.6,-8.8,-0.6,-7.6
Cc1ccc2nc(N3CC(=O)Nc4ccccc43)nc(-c3ccccc3)c2c1,-16.1,10.3,i,-17.2,-15.5,6.3,-36.5,-2.1,-3.6
Cc1cc(O)ccc1NC(=O)CCN1C(=O)c2ccc([N+](=O)[O-])cc2C1=O,-0.6,5.2,i,7.4,4.6,4.1,-14.7,0.1,-4.2
COc1ccc(-c2noc(CN3CCCCC3)n2)cc1OC,1.3,-12.6,i,1.8,4.1,-4.7,7.3,0.6,-2.8
COc1ccc(C(=O)N2CCN(c3nc4cc(C)cc(C)c4cc3C#N)CC2)cc1,-1.9,-4.1,i,1.0,-7.1,7.0,3.0,-2.4,-2.8
O=c1c2ccccc2oc2nc(-c3ccco3)n(Cc3ccccc3)c(=O)c12,-5.2,-21.4,i,8.4,-8.7,0.2,-11.1,0.2,-10.8
COc1ccc(CCNc2ccc(C(CC(N)=O)NC(=O)c3ccc(Br)cc3)cc2[N+](=O)[O-])cc1 (stereo not drawn),11.2,14.9,i,-42.5,2.0,7.8,-44.4,-2.0,-0.3
CC(Oc1cccc(Cl)c1)C(=O)N(C)CC(=O)Nc1ccc(N2CCOCC2)cc1 (stereo not drawn),-18.5,-2.1,i,8.7,3.5,-5.8,-11.8,0.1,-2.6
CCCCN(CCCC)C(=O)C1(P(=O)(c2ccccc2)c2ccccc2)CCC1,-8.3,0.5,i,-7.3,-0.5,5.5,10.9,-2.8,-5.7
Cc1c(C(=O)N(Cc2cccc(Br)c2)C2CCS(=O)(=O)C2)oc2ccccc12 (stereo not drawn),-4.7,5.8,i,4.5,-2.6,36.3,-7.8,-0.6,-3.2
Cc1ccc(C(=O)NCCCNC(=O)COc2ccccc2Cl)cn1,-0.7,-10.5,i,10.5,-1.8,0.4,-2.8,0.0,-2.5
CCOc1ccc(-n2c(C)c(C(C)=O)c3cc(O)ccc32)cc1,-8.6,3.9,i,8.7,2.7,-3.2,10.7,0.3,-0.1
COc1cc(C(=O)N2CCC(NC(=O)C(Cc3ccc(C)cc3)NC(C)=O)CC2)cc(OC)c1OC (stereo not drawn),-1.5,-13.1,i,-16.0,-0.2,-7.5,-7.4,2.1,-4.9
CC1Cc2ccccc2N1Cc1cccc(S(=O)(=O)N(C)C)c1 (stereo not drawn),0.5,9.9,i,-3.8,-1.9,15.1,-6.3,0.8,-2.5
CCn1cnc2c1c(=O)n(CC(=O)Nc1ccc(C(N)=O)cc1)c(=O)n2Cc1ccccc1,-1.5,-9.8,i,-4.6,-1.5,-1.2,-20.7,-4.2,-3.0
O=C(Nc1ccn(CCCN(CCCn2ccc(NC(=O)OCc3ccccc3)nc2=O)CCc2cc3ccccc3[nH]2)c(=O)n1)OCc1ccccc1,6.7,1.0,i,-3.4,3.1,4.2,2.8,7.4,-1.7
CN(Cc1ccon1)C(=O)C1CCC(=O)N(Cc2ccc(Cl)cc2)C1 (stereo not drawn),-1.4,23.3,i,-5.4,-1.4,-4.3,3.9,-0.3,-4.2
CC(=O)Oc1ccc(C(=O)Nc2ccc(S(=O)(=O)N3CCOCC3)cc2)cc1,-1.4,5.8,i,1.4,11.6,-2.5,6.8,1.8,-0.8
COc1cccc(-c2cccc3c2NC(=O)C3(C)Cc2cccc(F)c2)c1 (stereo not drawn),-3.3,6.1,i,-3.3,-4.1,17.3,-1.8,-0.7,-0.7

# 2 successive records out of the list so far:
SMILES,MT1-MMP act inh,SKN-1 inh,Neddyl block,CendR NRP1 mod,E coli Lon inh,FAS TE block,MLLE-PAM2 inh,Rin1 Abl inh,MsrA act
S=c1[nH]cnc2sc(-c3ccccc3)cc12,-4.6,-0.1,i,-11.8,-5.7,1.8,24.6,-14.2,8.2*
Cc1ccc(C(OCC(O)CNCc2ccc(F)cc2)c2ccccc2)cc1 (stereo not drawn),-4.7,-6.2,i,0.7,-2.4,-5.8,-12.4,3.2,-7.5
